Screening results from PubChem BioAssay.
ST2 inh = inhibitors of human ST2 (IL1RL1) binding to IL-33, primary screen, biochemical, AlphaLISA | Interleukin-1 receptor-like 1 (Homo sapiens), Q01638 | AlphaLISA ST2-Fc/biotin-IL-33 interaction, 1 h | inhibition, % for hits at 17 µM | 2.3% of 78,000 active; in the data active means inhibition above about 30%; inconclusive means mostly about 10% to 28%
Target sequence (Q01638 whole entry, looked up): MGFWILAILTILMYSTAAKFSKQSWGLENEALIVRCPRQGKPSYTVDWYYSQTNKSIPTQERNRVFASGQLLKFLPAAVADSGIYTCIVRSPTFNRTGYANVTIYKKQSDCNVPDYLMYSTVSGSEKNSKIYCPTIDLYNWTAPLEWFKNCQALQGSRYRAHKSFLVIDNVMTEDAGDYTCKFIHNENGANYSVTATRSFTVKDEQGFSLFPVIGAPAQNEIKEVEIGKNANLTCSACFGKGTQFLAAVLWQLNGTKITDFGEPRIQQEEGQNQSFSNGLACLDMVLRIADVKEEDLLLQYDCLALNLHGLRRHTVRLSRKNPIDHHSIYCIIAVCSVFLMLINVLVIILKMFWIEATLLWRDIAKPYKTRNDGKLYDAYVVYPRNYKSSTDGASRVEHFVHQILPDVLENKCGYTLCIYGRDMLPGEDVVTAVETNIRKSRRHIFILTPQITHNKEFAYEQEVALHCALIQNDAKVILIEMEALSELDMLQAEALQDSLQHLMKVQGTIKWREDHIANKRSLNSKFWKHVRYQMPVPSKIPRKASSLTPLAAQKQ
Starred values were filed as active, the others as inactive; i = inactive; ? = inconclusive.

SMILES	ST2 inh
O=c1c(NS(=O)(=O)c2cccc(F)c2)ccc2n1C[C@H]1C[C@@H]2CN(S(=O)(=O)c2cccs2)C1	44%*
COc1cc(CN2CCC(OC)CC2)ccc1OCC(O)CN1CCCCCCC1 (stereo unspecified)	?
CC(=O)Nc1ccc(S(=O)(=O)N2CCN(Cc3ccc(F)cc3)CC2)cc1	i
O=C(Nc1cccc(Cl)c1)C1c2ccccc2C(=O)N2CCc3ccccc3C12 (stereo unspecified)	i
Cc1cc(NN)nc(-c2ccccc2O)n1	?
COc1cc(N2C(=O)c3ccc(F)cc3C2=O)cc(OC)c1OC	?
Cc1ccc(-c2nnc(NCCCO)c3ccccc23)cc1	?
Cc1nc(N2CCOCC2)c2c(C)c(C(=O)N3CCN(c4ccc(F)cc4)CC3)sc2n1	i
Cc1c(NC(=O)c2sc3cccc(Cl)c3c2Cl)c(=O)n(-c2ccccc2)n1C	i
FC(F)(F)c1ccc(Oc2cccc(CN3CCCC3)c2Cl)nc1	?
O=C(NC1CCCN(C2CCCCCC2)C1)c1ccc2c(c1)OCCO2 (stereo unspecified)	i
O=C(O)c1[nH]c2ccccc2c1CC(=O)N1CCN(c2ccccc2F)CC1	i
CCC(=O)Nc1cccc(OCC(=O)N2C[C@@H]3CC[C@H]2C3)c1	i
CCOC(=O)C1(NC(=O)c2cnc(CC)nc2)CCC1	?
CCN(CC)S(=O)(=O)c1cccc(C(=O)NCc2ccccc2)c1	i
O=C(Nc1ccc(F)cc1)c1oc2ccccc2c1NC(=O)C1CCCC1	i
Cc1c(C(=O)O)sc2nc(SC/C=C/c3ccccc3)[nH]c(=O)c12	i
c1ccc(COc2cccc(CN3CCSCC3)c2)cc1	i
CN(C)c1ccc(/C=C2\SC(N3CCCC3)=NC2=O)cc1	?
CN(C)CC1(O)CCCN(S(=O)(=O)c2ccc(-c3ccccc3)cc2)CC1 (stereo unspecified)	i
CCc1cccc(C)c1NC(=O)c1ccc(C(=O)Nc2c(C)cccc2CC)cc1	i
COc1ccc(-n2ncnc2-c2ccc(Cl)cc2Cl)cc1	?
O=C(NC1CCCCC1)c1ccc2c(c1)ncn2C1CCCCCC1	i
CCOC(=O)C(CC)Sc1ncnc2nc[nH]c12 (stereo unspecified)	i
CC1CCN(S(=O)(=O)c2ccc(F)cc2)CC1	i

(further entries)
SMILES	ST2 inh
Cc1cc(NS(=O)(=O)c2ccc(NC(=O)COc3c(C)ccc(C)c3C)cc2)nc(C)n1	i
Cc1ccccc1C(=O)Nc1nnc(Cc2ccccc2F)s1	i
O=C(CN1CCOc2ccccc2C1)NC1CCC(n2cnnc2)CC1 (stereo unspecified)	?
CCc1nnc(CN(Cc2nc(-c3ccco3)no2)C(C)C)o1	i
CN(C)CC1(O)CCN(C(=O)CCOc2ccccc2)C1 (stereo unspecified)	i
C#C[C@]1(O)CC[C@H]2[C@@H]3CCC4=Cc5oncc5CC4(C)[C@H]3CCC21C (stereo partly specified)	i
COc1ccc(C2NC(=O)NC(C)=C2C(C)=O)cc1 (stereo unspecified)	i
CC(=O)c1ccc(N2CCN(S(=O)(=O)c3c(C)[nH]c(=O)[nH]c3=O)CC2)cc1	i
NC(=O)c1c(NC(=O)c2cc(-c3ccc(F)cc3)on2)sc2c1CCCC2	i
CC(C)(C)C1CCC(OC(=O)CCC(=O)Nc2nccs2)CC1 (stereo unspecified)	i
CC(=O)N1/C(=C/c2ccncc2)C(=O)c2ccccc21	39%*
CCSCCOC(=O)C1=C(C)NC2=C(C(=O)C(C(=O)OC)C(C)C2)C1c1ccccc1Cl (stereo unspecified)	i
CN(CC(=O)N1CCc2ccccc2C1)S(=O)(=O)c1ccc(Br)cc1	?
Cc1cc(C)[n+]2nc(C)sc2n1	i
CN(C)C1CCCN(C(=O)c2ccc(Cl)cc2O)CC1 (stereo unspecified)	?
CCc1nc(SCC(=O)Nc2nc(-c3ccccc3)cs2)n[nH]1	i
On1c(-c2ccccc2)nc2c1CCc1nonc1-2	i
COc1ccc(OC)c(C2CC(c3ccc(Br)cc3)=NN2C(=O)CCCC(=O)O)c1 (stereo unspecified)	?
COC(C(=O)NCc1ccc(C)cc1)c1ccccc1 (stereo unspecified)	i
Cc1ccccc1Nc1nnc(-c2ccc(C)c(S(N)(=O)=O)c2)c2ccccc12	?
O=c1c2c(C(F)(F)F)cccc2ncn1CCN1CCNCC1	?
CC(O)(C#CCN1CCCCC1)c1ccccc1 (stereo unspecified)	i
COc1cccc(Nc2nnc(C(C)(C)C)c(=O)[nH]2)c1	i
CCN(CC)CCNC(=O)C1CCN(c2ccc(-c3cccs3)nn2)CC1	i
C=CCOc1ccc(/C=c2\sc3ncnn3c2=O)cc1	i

(cont.)
SMILES	ST2 inh
COc1ccc(CNc2ncnc3nc[nH]c23)cc1	i
CS(=O)(=O)N1CCC(C(=O)NCCCN2CCCCCC2)CC1	i
CC(C)CCCC1CN(C(=O)c2ccc(N3CCN(C)CC3)cc2)CCO1 (stereo unspecified)	i
O=[N+]([O-])c1cc(Cl)c2cccnc2c1O	i
COc1ccc(C(=O)NCCc2nc3ccccc3[nH]2)cc1OC	?
COc1cc(C2C(C(N)=O)=C(C)Nc3nc(-c4ccccc4)nn32)cc(OC)c1OC (stereo unspecified)	?
c1ccc(COc2ccc(-n3cnnc3)cc2)nc1	i
Cc1ccccc1NC(=O)C(=O)NCc1ccncc1	i
O=C(CNCCCc1cccnc1)Nc1ccc(Cl)cc1F	?
COc1ccc(OC)c(/C=C2\N=C(c3ccc(OC)c([N+](=O)[O-])c3)OC2=O)c1	i
CCn1c(C2CCN(C(=O)CCCn3cncn3)CC2)nn(C)c1=O	i
COc1ccc(-c2cc(N3CCN(S(=O)(=O)c4ccc(OC)c(Cl)c4)CC3)ncn2)cc1	i
CN(C)Cc1cn([C@H]2CO[C@H]3[C@@H]2OC[C@H]3O)nn1	?
O=[N+]([O-])c1cccc(N=Cc2nc(-c3ccc(Cl)cc3)oc2O)c1	i
CCOC(=O)c1c(NC(=O)COc2ccc(Cl)cc2)sc2c1CC(C)CC2 (stereo unspecified)	i
CN(C)CCOc1ccccc1C(C)(C)C	i
O=C1NC(=O)C(=Cc2cn(CCOc3ccccc3Cl)c3ccccc23)C(=O)N1	?
CC(=O)n1cc(CN2CCC3(CC2)C(=O)N(CCc2ccccc2)C(=O)N3C)c2ccccc21	?
CN1C(N)=NC(=O)/C1=C/c1ccc(Cl)cc1Cl	?
CCn1c(C2CCCN(Cc3ccc(OC)c(C)c3C)C2)nn(C)c1=O (stereo unspecified)	i
O=C1c2ccc(Cl)cc2C(=O)N1c1cccc(O)c1	?
COc1ccc(OC)c(/C=C2\SC(c3ccccc3)=NC2=O)c1	51%*
CC(=O)Nc1ccc(S(=O)(=O)Nc2cccnc2)cc1	i
CCc1c(C)sc2ncnc(NCc3cccnc3N3CCOCC3)c12	i
O=S(=O)(N[C@H]1CO[C@H]2[C@@H]1OC[C@@H]2n1nnnc1Oc1ccc(-n2ccnc2)cc1)c1ccc2ccccc2c1	i

More entries follow.
SMILES	ST2 inh
COCCn1c(=O)[nH]c2cc(C(=O)NCC3CCCO3)ccc2c1=O (stereo unspecified)	?
COc1ccc(Br)cc1S(=O)(=O)n1c([N+](=O)[O-])cnc1C	i
CCOC(=O)c1nn(CCc2scnc2C)c2c1CN(C(=O)CSc1ccccn1)CC2	?
N#Cc1ccc(-c2ccccc2)nc1SC1CC(=O)N(c2ccccc2)C1=O (stereo unspecified)	i
Cc1ccc([N+](=O)[O-])cc1S(=O)(=O)Nc1ccc2oc(=O)sc2c1	i
Cc1cc(C)n(CCC(=O)N2CCC3(CCN(C)CC3)C2)c(=O)n1	i
Cc1cc([N+](=O)[O-])ccc1NC(=O)C(Cl)(Cl)Cl	?
CCOc1ccccc1NC(=O)COc1ccccc1Br	i
CC(C)(C)N(Cc1ccccc1)C(=O)c1ccco1	i
C=CCN(C(=O)c1cnn(CCC)c1C)C1CCS(=O)(=O)C1 (stereo unspecified)	i
Cn1c(NC(=O)c2ccc(Cl)cc2)nc2ccccc21	i
CCOc1ccc(-n2c(=O)[nH]c3ccsc3c2=O)cc1	i
CCOc1ccc(C2CC(c3ccc(Br)cc3)Nc3nc(N)nn32)cc1 (stereo unspecified)	?
COCCN1CC(C(=O)N2CC(n3nc(C)cc3C)C2)CC1=O (stereo unspecified)	i
O=C(Nc1cccnc1)c1cccc(S(=O)(=O)N2CCOCC2)c1	i
CN(Cc1cc2n(n1)CCNC2)Cc1nc(-c2ccccc2)cs1	?
CCn1c(C)nc2cc(C(=O)O)c(C(=O)O)cc21	i
Cc1cnn(-c2ccc3nnc(-c4ccc(Cl)cc4)n3n2)c1	36%*
O=S(=O)(NCCOC12CC3CC(CC(C3)C1)C2)c1cc(Cl)ccc1Cl	i
O=C1Nc2ccc(Br)cc2/C1=C/c1cccc(F)c1	30%*
CN(C)C(=O)c1ccc(S(=O)(=O)N2CCc3ccccc32)s1	i
Cc1nc(C(C)C)sc1C(=O)N1CCNCC1C(=O)N1CCCC1 (stereo unspecified)	i
O=C(O)C1CC2(CCNCC2)CN1CCc1ccccc1 (stereo unspecified)	i
Nc1ncccc1CN1CCN(C(c2ccccc2)c2ccccc2)CC1	?
O=C(Nc1ccc(F)c(Cl)c1)C1c2ccccc2C(=O)N2CCc3ccccc3C12 (stereo unspecified)	i

Next section.
SMILES	ST2 inh
COc1cccc(N2CCN(C(=O)c3cnn4c(C(F)(F)F)cc(-c5ccco5)nc34)CC2)c1	i
COCCCN1C(=O)C(=O)C(=C(O)c2ccc(S(=O)(=O)N(C)C)cc2)C1c1ccc(O)cc1 (stereo unspecified)	i
Cc1cc(N2CCN(C)CC2)nc2ccc(NC(=O)Cc3cccs3)cc12	i
Cc1nn(CC(=O)N(C)C(C)Cc2ccccn2)cc1Cl (stereo unspecified)	i
CCNc1nc(NC(C)C)nc(OCCNC(=O)COc2ccc(Cl)cc2Cl)n1	?
Cc1ccc(OCCSc2nc(N)cc(N)n2)c(C(C)C)c1	i
Cc1ccc(O)c(N=Cc2cccc([N+](=O)[O-])c2O)c1	i
O=c1[nH]c2ccc(Cl)cc2c(-c2ccccc2)c1C1=NOC(c2ccccc2)C1 (stereo unspecified)	?
CSc1ncc(CN2CCCC(CCC(=O)N3CCN(C)CC3)C2)cn1 (stereo unspecified)	?
Cc1ccsc1CN(Cc1nccn1C)C1CCCC1	?
COC(=O)c1ccccc1NS(=O)(=O)c1ccc2c3c(cccc13)C(=O)N2	?
CN(C)c1ccc(/C=C2/SC(=O)NC2=O)cc1Br	?
CO[C@H]1COC[C@@H]1NC(=O)CCC(=O)Nc1ccccc1SC	?
CC(=O)NS(=O)(=O)c1ccc(NC(=O)CN2C(=O)c3ccccc3C2=O)cc1	i
N#Cc1ccccc1CSc1nc2ncc(Br)cc2[nH]1	i
CC(C)NC(=O)[C@@H](C)[C@@H]1CC[C@@]2(C)CC[C@H](NS(C)(=O)=O)[C@@H](C)[C@@H]2[C@H]1O	i
COC(=O)[C@@H]1C[C@@H](N(C)C)CN1S(=O)(=O)c1cc(C)sc1C	i
CCC(=O)N1c2ccc(S(=O)(=O)N3CCCCC3)cc2CC1C(=O)N1CCCC1 (stereo unspecified)	i
O=C(O)CCC(=O)N[C@H]1CCN2C(=O)c3cc(-c4ccccc4F)ccc3NC(=O)[C@H]12	i
Cc1cc(C(=O)N2CCC3(CCCN(C)C3=O)C2)c2ccc(F)cc2n1 (stereo unspecified)	i
COc1ccc(OC)c(S(=O)(=O)n2nnc3cc(Cl)ccc32)c1	i
OC1CCCN(Cc2ccc(F)c(F)c2)C1 (stereo unspecified)	i
CCC(=O)N1CCc2cc(Br)cc(S(=O)(=O)NCc3cccs3)c21	i
O=C(Nc1cccc(Cl)c1)c1noc2c1CCc1ccccc1-2	i
CCOC(=O)C1CCN(C(=O)c2oc3ccc(S(=O)(=O)N4CCCCCC4)cc3c2C)CC1	i

Next part
SMILES	ST2 inh
CN(CC(=O)N1CCN(c2ccccc2)CC1)S(=O)(=O)c1ccc(Br)cc1	i
CS(=O)(=O)NC1CCN(Cc2cccn2-c2nccs2)CC1	i
CC(C)Oc1ccc(Cc2cnc(N)nc2N)cc1	i
CCc1cccc(C)c1NC(=O)COc1ccc(Cl)cc1Cl	i
CCOc1ccc(C2CC(c3ccc(OC)c(OC)c3)n3nc(N)nc3N2)cc1 (stereo unspecified)	i
CN1CCN(c2nc(-c3ccco3)cc(C(F)(F)F)n2)CC1	i
CN1c2ccccc2Oc2nnc(N3CCCCC3)cc21	?
O=c1c2cnn(-c3ccccc3)c2ncn1Cc1ccc(F)cc1	i
CC1=C(C(=O)Nc2ccc(C)cc2C)C(c2cccnc2)n2nnnc2N1 (stereo unspecified)	i
CC1=C(C(=O)OC2CCCC2)C(c2ccccc2)C2=C(CCCC2=O)N1 (stereo unspecified)	i

These rows are one share of the data; the hit share may differ from the screen's.
